High-throughput results from PubChem BioAssay.
STK33 inh: human STK33 kinase inhibition; purified STK33, MBP phosphorylation, ADP-Glo luminescence; inhibition, % at 10 µM; 0.073% of 320,000 active; AID 2661;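 active = inhibition at or above 25%, using the most active replicate where run in duplicate; inactive = inhibition below 25%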
Target sequence (Q9BYT3 whole entry, looked up): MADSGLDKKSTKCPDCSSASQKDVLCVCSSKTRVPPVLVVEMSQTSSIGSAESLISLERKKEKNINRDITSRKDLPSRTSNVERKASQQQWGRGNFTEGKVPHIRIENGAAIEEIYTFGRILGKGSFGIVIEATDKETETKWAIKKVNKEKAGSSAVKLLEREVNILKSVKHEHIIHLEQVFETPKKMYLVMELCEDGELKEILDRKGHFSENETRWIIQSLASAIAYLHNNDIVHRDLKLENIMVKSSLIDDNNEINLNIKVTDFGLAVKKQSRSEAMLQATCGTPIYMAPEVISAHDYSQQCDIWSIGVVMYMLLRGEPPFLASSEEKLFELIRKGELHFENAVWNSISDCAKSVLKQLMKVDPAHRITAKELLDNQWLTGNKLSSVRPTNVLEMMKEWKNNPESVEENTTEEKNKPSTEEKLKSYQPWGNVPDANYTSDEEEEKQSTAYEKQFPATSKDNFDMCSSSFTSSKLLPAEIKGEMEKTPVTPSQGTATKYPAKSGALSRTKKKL
Kir21 inh: inhibitors of mouse Kir2.1 inward-rectifier potassium channel; P35561; HEK293-Kir2.1, FluxOR thallium flux fluorescence; stronger effect = lower value; B-score at 10 µM; 0.85% of 310,000 active; AID 1672;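 active = fluorescence ratio B-score at or below minus 3 SD of library scores, with starting-brightness B-score within 2 SD, cut at about -4.2 in these data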;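 also: channel flux triggered by added potassium and thallium sulfate stimulus; B-score of peak minus minimum fluorescence over baseline after thallium stimulus; more negative B-score means stronger Kir2.1 block with less thallium influx; some compounds called inactive have numbers as strong as hits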
Target sequence (P35561 whole entry, looked up): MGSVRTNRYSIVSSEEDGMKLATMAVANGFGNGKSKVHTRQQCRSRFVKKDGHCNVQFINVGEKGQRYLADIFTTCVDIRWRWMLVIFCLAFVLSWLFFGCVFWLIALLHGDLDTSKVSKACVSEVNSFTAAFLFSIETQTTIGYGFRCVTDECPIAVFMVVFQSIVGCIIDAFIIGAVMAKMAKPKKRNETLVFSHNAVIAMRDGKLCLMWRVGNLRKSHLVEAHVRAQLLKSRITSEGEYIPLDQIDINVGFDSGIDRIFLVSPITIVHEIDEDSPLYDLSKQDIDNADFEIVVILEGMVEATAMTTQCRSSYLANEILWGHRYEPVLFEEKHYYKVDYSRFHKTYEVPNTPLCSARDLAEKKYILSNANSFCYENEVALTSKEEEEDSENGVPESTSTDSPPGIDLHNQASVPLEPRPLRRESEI
Starred values were filed as active, the others as inactive; x = no result given.

Results follow in this order: STK33 inh	Kir21 inh
Cc1cccc(C)c1NC(=O)Cn1nnc(C(=O)Nc2ccc(F)cc2F)c1N
 : -3.0	-0.57
CC12CCC(C(=O)N(NC(=O)c3ccc(O)cc3)C1=O)C2(C)C (stereo not drawn)
 : 1.2	1.5
CC(=O)c1n[nH]nc1Nc1nc(C)cc(C)n1
 : -1.0	0.78
O=C(Cc1ccccc1)Nc1ccccc1C(=O)Nc1ccccc1
 : -0.4	0.22
CCCc1noc2c1/C(=N\O)CC(CC(C)SCC)C2 (stereo not drawn)
 : -0.6	-0.92
COC(=O)NCC(c1ccco1)N1CCN(c2ccc(OC)cc2)CC1 (stereo not drawn)
 : -1.1	2.8
CNc1ccc2c3c(cccc13)C(=O)N(C)C2=O
 : 11	-17
CCc1ccccc1N1CCN(S(=O)(=O)c2cc(OC)ccc2OC)CC1
 : -1.3	-0.19
Cc1ccc(CNC(=O)c2ccc(OCC3CCCO3)cc2)cc1 (stereo not drawn)
 : -2.2	-0.29
COc1ccc(N2CCN(C(=O)Cn3ncc4c([nH]c5ccccc54)c3=O)CC2)cc1
 : -1.4	-1.6
CCOCCCNC(=O)C1CCN(S(=O)(=O)N2CCCC2)CC1
 : -1.8	0.95
CN(C)c1ncc(S(=O)(=O)c2ccccc2)c(-c2ccc(Cl)cc2Cl)n1
 : -0.8	-0.3
O=C(/C=C\c1ccco1)c1ccc(NC(=O)c2ccco2)cc1
 : 2.7	-0.03
Cc1ccc(NC(=O)C2CCN(c3ncnc4sc(C)c(C)c34)CC2)cc1S(=O)(=O)N(C)C
 : -0.3	1.9
C=CCn1c(SCC(=O)Nc2nncs2)nnc1-c1ccco1
 : -0.8	0.04
Cn1c(N)c(C(=O)COC(=O)c2cc(C3CC3)nc3ccccc23)c(=O)n(Cc2ccccc2)c1=O
 : -0.4	-0.33
O=C(NC1CCS(=O)(=O)C1)c1ccc(S(=O)(=O)NCC2CCCO2)cc1 (stereo not drawn)
 : -0.7	0.47
Cc1cc(C(=O)N2CCOCC2)c(C)o1
 : -1.0	0.22
O=C(CCCCn1c(=O)c2ccccc2n(CC(=O)Nc2cccc(F)c2)c1=O)NCc1ccco1
 : -1.9	-0.68
Cc1cc(NC(=O)/C=C\C(=O)O)c([N+](=O)[O-])cc1C
 : -2.9	-1.3
CCN(CC)S(=O)(=O)c1ccc(NC(=O)CSc2cccc[n+]2[O-])cc1
 : 0.4	0.57
Cc1cc(C)n(CCOc2ccc(Br)cc2)n1
 : -1.3	-0.61
Cn1c(=S)[nH]c(=O)c2ncc(=O)[nH]c21
 : -0.9	0.53
COc1ccccc1C(=O)NCC(=O)OC(C)C(=O)N(C)C1CCCCC1 (stereo not drawn)
 : -2.3	x
O=C(CNS(=O)(=O)c1ccccc1)N1CCN(c2ccccc2)CC1
 : -0.8	-0.54
O=C(CSc1cn(Cc2ccccc2)c2ccccc12)N1CCOCC1
 : -0.2	-2.9
COc1cc(NS(=O)(=O)c2ccc(NC(=O)NC3CCCCC3)cc2)nc(OC)n1
 : 0.4	-0.81
COc1ccc(NS(=O)(=O)c2cccc(C(=O)N3CCN(C(=O)c4ccco4)CC3)c2)cc1
 : -0.4	x
CCC(C)(C(=O)NC1CCCCC1)N(Cc1ccco1)C(=O)c1cnccn1 (stereo not drawn)
 : 0.1	-1.3
O=C(Nc1ccon1)c1sc2cc(Cl)ccc2c1Cl
 : -1.0	0

Overlap with the part before: four compounds, then new ones.
Results follow in this order: STK33 inh	Kir21 inh
COc1cc(NS(=O)(=O)c2ccc(NC(=O)NC3CCCCC3)cc2)nc(OC)n1
 : 0.4	-0.81
COc1ccc(NS(=O)(=O)c2cccc(C(=O)N3CCN(C(=O)c4ccco4)CC3)c2)cc1
 : -0.4	x
CCC(C)(C(=O)NC1CCCCC1)N(Cc1ccco1)C(=O)c1cnccn1 (stereo not drawn)
 : 0.1	-1.3
O=C(Nc1ccon1)c1sc2cc(Cl)ccc2c1Cl
 : -1.0	0
Cc1ccc(OCC(=O)NCCNC(=O)c2ccncc2)cc1C
 : -1.3	0.24
COc1ccc2cc(C(=O)c3ccccc3)c(=O)oc2c1
 : -0.3	-0.12
NN=C1c2cc([N+](=O)[O-])ccc2-c2ccc([N+](=O)[O-])cc21
 : x	0.74
COc1ccc(Cl)cc1C(=O)NNC(=O)CNC(=O)c1ccc(C)s1
 : -0.3	x
S=c1[nH]nc(Cn2nnc3ccccc32)n1-c1ccc(Cl)cc1
 : -1.1	0.36
CCN1C(=O)[C@@H]2[C@@H](c3ccc(-c4cccc(Cl)c4)c(OC)c3)N3CCCC[C@@]3(C(=O)OC)[C@@H]2C1=O
 : -1.0	-0.04
C/C(=N\NC(=O)C(O)(c1ccccc1)c1ccccc1)c1ccc(C)o1
 : -2.3	0.06
CC(C)CC(C(=O)O)N1C(=O)C2C3CC(C2C1=O)C1C(c2ccccc2)c2sc(=O)[nH]c2SC31 (stereo not drawn)
 : -2.7	-0.29
O=C(NC(=S)Nc1ccc(F)cc1)c1ccc2c(c1)OCCO2
 : -0.9	0.68
O=C(C1CC(=O)N(c2ccccc2)C1)N1CCN(c2ccccc2F)CC1 (stereo not drawn)
 : -4.2	1.7
O=C(O)COCc1nc2ccccc2[nH]1
 : -0.1	-0.21
CCOC(=O)N1CCC(NC(=O)COc2cc(=O)n(C)c3ccccc23)CC1
 : 0.2	1.2
CC(=O)O/N=C(/C)c1ncc(C(F)(F)F)cc1N1CCOCC1
 : -1.7	0.09
Cc1ccccc1Cn1cc(C)c(=O)[nH]c1=O
 : -1.6	-0.42
CN1C(=O)NC(c2cccc(F)c2)C2=C1CC(C)(C)CC2=O (stereo not drawn)
 : -1.0	-0.79
COc1cc(NC(=S)Nc2ccc(S(=O)(=O)N3CCOCC3)cc2)cc(OC)c1OC
 : 0.8	0.41
Cc1ccc(CNC(=O)Cc2ccc(-n3c(=O)[nH]c4ccsc4c3=O)cc2)cc1
 : 0.1	0.47
CN(Cc1ccccc1F)C(=O)C(Cc1ccccc1)NC(=O)c1ccccc1 (stereo not drawn)
 : -2.6	-1.1
C/C(=N\NC(=O)c1cccc(N/N=C(\C)c2ccncc2)c1)c1ccncc1
 : 2.3	-0.62
COc1cc(/C=N/n2c(C)nc3ccccc3c2=O)cc(OC)c1O
 : -1.2	-1
Cn1c(SCC(=O)Nc2ccccc2C(F)(F)F)nc2c(c1=O)SCC2
 : -0.1	-1.7
CC1CCCN(C(=O)c2ccc(S(=O)(=O)N3CCC(c4nc5ccccc5s4)CC3)cc2)C1 (stereo not drawn)
 : -0.8	1.5
COc1cccc(NC(=S)N(CCN2CCCCC2)Cc2ccco2)c1
 : -0.1	-1
COc1ccccc1NS(=O)(=O)c1cc(NC(=O)CCC(=O)c2cccs2)ccc1Cl
 : -1.0	-0.2
CC(Oc1ccc(Br)cc1)C(=O)Nc1cc(Cl)ccc1N1CCN(C)CC1 (stereo not drawn)
 : -1.8	-3.1
COc1ccccc1NC(=O)CSc1nnc(CCNC(=O)c2ccc(C)cc2)n1C
 : -0.5	-0.57
CNC(=O)c1c(NC(=O)c2ccc(N3C(=O)CCC3=O)cc2)sc2c1CCC(C)C2 (stereo not drawn)
 : -1.4	-0.94
O=C(c1ccco1)N1CCN(C(=O)C2CCCc3c2[nH]c2ccc(Cl)cc32)CC1 (stereo not drawn)
 : -0.4	0.02
Nc1c(C(=O)N/N=C/c2ccc([N+](=O)[O-])cc2)cnn1-c1ccccc1
 : -1.1	-0.06
CCn1c(SCC(=O)Nc2cccc(C)n2)nc2c1c(=O)n(C)c(=O)n2C
 : -0.4	-2.1

(cont.)
SMILES	STK33 inh	Kir21 inh
Nc1c(Cl)ncnc1N/N=C/c1cccc(O)c1	0.9	-0.04
Cc1onc(-c2c(Cl)cccc2Cl)c1NC(=O)NNc1ccccc1	-0.8	-0.96
Cc1cccc(N2C(=O)N(c3ccccc3C)C3CS(=O)(=O)CC32)c1 (stereo not drawn)	-2.8	1.1
CCOC(=O)c1c(Cc2ccccc2)c[nH]c1C	0.5	-0.31
O=C(c1cnn2c(C(F)F)cc(C3CC3)nc12)N1CCCC1	-1.5	1
C/C(=N/NC(=O)c1ccncc1)c1ccc(NC(=O)c2ccc(Cl)cc2Cl)cc1	0.1	0.02
O=C(NCCN1CCCC1=O)Nc1ccccc1	-2.6	-0.65
O=C(CN1CCN(c2ccc(Cl)cc2)CC1)Nc1ccc(F)c(F)c1	1.7	1.3
Cc1nc(Nc2nc(CSc3ccc(Cl)cc3)cc(=O)[nH]2)nc2ccccc12	-4.1	0.03
CCC(Sc1nc(C)cc(C)n1)C(=O)Nc1nccs1 (stereo not drawn)	-1.4	-1.6
Clc1ccc(-c2nnc3sc(-c4ccc(Br)o4)nn23)cc1	0.0	x
CC(C)COc1cccc(C(=O)N(C)CC(=O)Nc2cccc3ccccc23)c1	-1.1	x
CCCCSc1nc2sc3c(c2c(=O)n1-c1ccc(C)cc1)CCN(C)C3	0.3	-0.19
CCCCC(CC)C(=O)Nc1cc(C(=O)NCCC)ccc1N1CCC2(CC1)CC(c1cccc(Br)c1)=NO2 (stereo not drawn)	0.2	-2.8
CCOC(=O)c1[nH]c(C)c(CN(C(C)=O)c2ccc(OCC)cc2)c1C	0.2	0.24
COc1ccc(CCNC(=O)Cc2ccc(Cl)cc2)cc1OC	-0.7	0.01
O=S(=O)(NC1c2cccc3cccc(c23)C1N1CCN(CCO)CC1)c1ccccc1 (stereo not drawn)	x	-0.58
Nc1nonc1C(=O)N/N=C/c1ccc(Br)o1	1.2	-0.18
COc1ccc(NC(=O)CSc2n[nH]c(N)n2)cc1OC	3.3	-0.64
COc1nc(-c2cccc([N+](=O)[O-])c2)nc2ccccc12	-2.1	-0.02
Cc1cccc2sc(N(CCCN(C)C)C(=O)c3cc4ccccc4oc3=O)nc12	0.2	-3.6
CN(CC(=O)Nc1cccc(F)c1)C(=O)c1ccc2c(c1)NC(=O)CS2	0.6	x
CCOC(=O)c1c(C)[nH]c(C)c1C(=O)CSc1nnc(-c2cc(OC)c(OC)c(OC)c2)o1	-0.2	-2
CC1(C)CC(=O)C=C(c2ccc(OC(F)(F)F)cc2)C1	0.5	x
O=C(Nc1nc2ccc(Br)cc2s1)c1ccco1	x	0.05
S=C(NCc1ccc(Cl)cc1Cl)NC1CCCCC1	-1.4	0.18
O=C(NC1CCC(=O)N(CCSc2ccccc2)CC1)OCc1ccccc1 (stereo not drawn)	-2.3	0.25
CCOC(=O)C(C)Oc1cccc2c(=O)n(CC(=O)NCc3ccco3)ccc12 (stereo not drawn)	0.9	0.61
O=C(COc1ccc(S(=O)(=O)N2CCCCC2)cc1)N1CCOCC1	-0.5	-0.02
COc1ccccc1N1CCN(c2ccc(-c3ccccc3)nn2)CC1	1.5	0.72
CC(=O)Nc1cccc(NC(=O)Nc2cccc(Cl)c2C)c1	-1.6	-0.68
Cc1ccc(OCc2cc(C(=O)N3CCC(Oc4cccnc4)CC3)no2)cc1C	-2.7	0.37
O=[N+]([O-])c1cccc(-c2nc3ccc([N+](=O)[O-])cc3[nH]2)c1	-0.3	1.5
COc1ccc(F)cc1S(=O)(=O)NCCCn1ccnc1	-0.9	-0.23
Cc1c(Cl)cccc1NC(=O)CSc1nnnn1C	-1.1	x
Cc1ccc(S(=O)(=O)NCCC(=O)NCC(=O)Nc2c(C)cccc2C)cc1C	-0.8	-0.69
O=C(c1ccc(CS(=O)Cc2ccccc2Cl)o1)N1CCN(c2ccccn2)CC1 (stereo not drawn)	-1.0	1.1
CC(=O)Oc1cccc(N2C(=O)C3C4C=CC(C4)C3C2=O)c1 (stereo not drawn)	-0.5	0.22
Cc1cc([N+](=O)[O-])ccc1N(C)C	-1.4	0.23
CCN(CC)S(=O)(=O)c1ccc2nnn(O)c2c1	0.1	-1.6
CCCc1cc(=O)oc2c(C)c(OCC(=O)NC3CCN(Cc4ccccc4)CC3)ccc12	-0.4	1.2
CCOCc1cn(CC(=O)c2ccc(Cl)cc2)c(C)nc1=N	-1.3	0.04
CN(C)/C=N/c1c(C#N)cnn1-c1ccc(C(F)(F)F)cn1	-1.4	x
CCOC(=O)C(N)CSC1CC(=O)N(c2ccc(C(=O)OC)cc2)C1=O (stereo not drawn)	-0.1	0.44
Nn1c(-c2cccc(Br)c2)n[nH]c1=S	-0.4	-0.47
CCn1ccnc1CNC(=O)c1ccc2oc(CCCc3ccccc3)nc2c1	1.7	-1
NS(=O)(=O)c1ccc(CCNC(=O)c2ccc(-c3ccccc3)cc2)cc1	-2.3	1.4
CCC1CCC2(CC1)NC(=O)N(CC(=O)NCc1ccccc1Cl)C2=O (stereo not drawn)	-0.1	x
Cc1ccc2c(c1)C1CN(C)CCC1N2C(=O)COc1ccccc1F (stereo not drawn)	3.3	-0.21
NC(=O)c1ccc(-n2nnnc2SCC(=O)Nc2ccc(N3CCOCC3)c(Cl)c2)cc1	0.3	2.1
Cc1ccccc1OCC(O)CN(CCO)Cc1ccccc1 (stereo not drawn)	-0.8	-1.4

Complete entries as entered above.
Nn1c(-c2cccc(Br)c2)n[nH]c1=S as listed: STK33 inh: -0.4; Kir21 inh: -0.47
COc1ccc(F)cc1S(=O)(=O)NCCCn1ccnc1 as listed: STK33 inh: -0.9; Kir21 inh: -0.23
